From PubChem
L3MBTL1 inh: blocks human L3MBTL1; Q9Y468; AlphaScreen L3MBTL1–H3K9me1 peptide binding; Potency, µM (top dose mostly 57.1 µM), inactives show at the top dose activity, negative = inhibition, actives largely listed as inhibitors; hit rate 0.66% among 230,000; AID 485360; further: on the % scale 0 is the no-effect control and ±100 the full control effect; nearly all actives have a fitted effect of over 60% in size
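L3MBTL1 (50 nM) pre-complexed 30 min with biotinylated H3(1-15)K9me1 peptide (75 nM), then compounds added for 30 min at room temperature; AlphaScreen streptavidin donor/nickel chelate acceptor beads (10 ug/mL final) read after 30 min dark incubation.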
Tau fluor counter: counter-screen for tau fibril formation inhibitors. tau K18 P301L Alexa594 fluorescence, heparin fibrillization. Potency, µM (series often up to 57.7 µM), without a hit: at the top dose activity change, negative = decrease. hit rate 0.93% among 280,000; further: on the % scale 0 is the no-effect control and ±100 the full control effect; nearly all actives have a fitted effect of over 55% in size
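Human tau K18 P301L (15 uM unlabeled, 0.24 uM Alexa 594-labeled) in 100 mM sodium acetate pH 7 with 20 uM heparin, 6 hr at 37 C. ThT 30 uM added, 1 hr ambient; Alexa 594 FP and total fluorescence read at 555/632 nm.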
TexasRed fluor: counter-screen for TRb-SRC2 inhibitors: fluorescence interference | TRb/SRC2 Texas Red total fluorescence interference | Potency, µM (highest dose often 106 µM), for the others: at the highest dose fluorescence change, negative = quenching | hit rate 0.29% among 280,000 | AID 1479; active means well fitted curve in either direction with a large enough effect; inconclusive means small, poorly fitted or top-dose-only effect; further: on the % scale 0 is the no-effect control and ±100 the full control effect
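Human TRb ligand-binding domain at 0.6 uM with 20 nM Texas Red SRC2 peptide in Tris buffer containing 1 uM T3 and 5% DMSO, incubated with compound 5 h at ambient temperature. Total fluorescence (555/632 nm) calculated as parallel + 2 × perpendicular.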
TRb-SRC2 inh: TRbeta-SRC2 interaction inhibition; P10828; TRbeta-SRC2 peptide binding, fluorescence polarization; receptor liganded with 1 µM T3; Potency, µM (titrated, usually from 106 µM), inactives show top-dose activity change, negative = inhibition, actives largely listed as inhibitors; hit rate 0.065% among 280,000; AID 1469;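 further: plate controls were bound peptide for no effect and peptide without receptor for full effect; nearly all actives have a fitted effect of over 50% in size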
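A fluorescence polarization screen tested compounds at multiple concentrations against complex formation between 0.6 uM TRb ligand-binding domain and 20 nM Texas Red SRC2 peptide, with 1 uM T3 present; readout after 5 hr.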
Tau FP inhib: inhibitors of human tau fibril formation. K18 P301L tau heparin fibrillization, Alexa594 FP, 6 h. Potency, µM (top dose mostly 57.7 µM), for inactives: at the top dose activity, negative = inhibition, actives largely listed as inhibitors. hit rate 0.39% among 280,000; further: on the % scale 0 is the no-effect control and ±100 the full control effect; nearly all actives have a fitted effect of over 55% in size
Target sequence (P10636 561-689 P618L limits assumed): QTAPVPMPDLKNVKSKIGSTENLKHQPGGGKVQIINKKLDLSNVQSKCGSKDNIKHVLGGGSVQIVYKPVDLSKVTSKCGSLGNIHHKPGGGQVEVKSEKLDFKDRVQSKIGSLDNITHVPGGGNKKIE
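Read-out: fluorescence polarization of Alexa 594-labeled tau (0.24 uM), 555 nm excitation, 632 nm emission. Mixtures held 15 uM unlabeled K18 P301L, compound and 20 uM heparin, pH 7 acetate buffer, incubated 6 hr at 37 C.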
Tau fibril ThT: inhibitors of human tau fibril formation, thioflavin T binding | Potency, µM (titrated, usually from 57.4 µM), without a hit: at the highest dose activity, negative = inhibition, hits mostly inhibitors | AID 1460 | hit rate 2.1% among 270,000 | recombinant tau K18 P301L, heparin-induced fibrillization, ThT fluorescence; further: on the % scale 0 is the no-effect control and ±100 the full control effect; nearly all actives have a fitted effect of over 55% in size
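Fibril formation assay: tau K18 P301L at 15 uM with trace Alexa 594 label, heparin inducer 20 uM, pH 7 sodium acetate buffer, 37 C for 6 hr; endpoint ThT signal.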
HTT ATP protect: cytoprotection in Huntington HTT-Q103 PC12 cell model; PC12 HTT-Q103 induced, cytoprotection, ATP luminescence, 40 h; Potency, µM (top dose mostly 56.4 µM), without a hit: cytoprotection (ATP increase), actives largely listed as activators; hit rate 0.14% among 230,000;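 further: % of control where 0% means no effect; nearly all actives have a fitted effect of over 45% in size; toxic huntingtin expression switched on by the ecdysone agonist tebufenozide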
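Compounds added alongside 100 nM tebufenozide, which induces toxic Q103 huntingtin exon 1-GFP in stable PC12 cells; surviving cells quantified by luminescent ATP measurement. Medium: phenol red-free DMEM, 5% equine and 5% calf serum.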
RECQ1 inh: inhibitors of human RECQ1 DNA helicase. P46063. RECQ1 DNA unwinding, red fluorescence kinetic read. Potency, µM (highest dose often 57.3 µM), for the others: top-dose activity, negative = inhibition, most hits filed as inhibitors. hit rate 0.54% among 240,000;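 further: plate controls were vehicle for no effect and no enzyme for full effect; nearly all actives have a fitted effect of over 30% in size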
Target sequence (P46063 whole entry, looked up): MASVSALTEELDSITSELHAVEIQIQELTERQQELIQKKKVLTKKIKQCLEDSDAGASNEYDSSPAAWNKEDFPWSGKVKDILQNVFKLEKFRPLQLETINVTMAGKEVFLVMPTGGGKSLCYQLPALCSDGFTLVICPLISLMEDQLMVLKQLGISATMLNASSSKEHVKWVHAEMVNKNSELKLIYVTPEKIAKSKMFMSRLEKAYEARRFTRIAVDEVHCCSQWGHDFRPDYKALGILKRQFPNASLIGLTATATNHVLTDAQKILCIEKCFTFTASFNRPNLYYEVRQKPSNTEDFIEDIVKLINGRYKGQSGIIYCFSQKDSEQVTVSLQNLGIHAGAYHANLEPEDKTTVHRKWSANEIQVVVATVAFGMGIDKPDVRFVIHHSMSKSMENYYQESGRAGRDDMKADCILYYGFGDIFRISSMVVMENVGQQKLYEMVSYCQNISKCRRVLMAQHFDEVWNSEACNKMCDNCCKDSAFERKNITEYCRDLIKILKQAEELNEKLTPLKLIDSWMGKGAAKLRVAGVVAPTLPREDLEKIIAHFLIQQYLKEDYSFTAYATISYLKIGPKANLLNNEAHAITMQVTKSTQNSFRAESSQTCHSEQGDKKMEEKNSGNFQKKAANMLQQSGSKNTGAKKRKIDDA
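RECQ1T1 50 nM; forked duplex (20 bp + 30-nt ss tails) 200 nM, ATP 2 mM final; pH 8.0, 2 mM MgCl2, 2.5 ug/ml poly(dI-dC); 15 min compound preincubation; discontinuous kinetic read over 2 h at RT.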
* = called active by the depositor; i = inactive; ? = inconclusive; / = no result given; & = joins results of further samples; [ ] = remark or other dose. Unless noted, the call rests on the fitted dose curve; in most records, active means well fitted curve in the direction sought with a large enough effect; inconclusive means small, poorly fitted or top-dose-only effect, or another doubt; inactive means no such curve, though single readings can be large; an effect the other way counts as inactive or inconclusive. Potency means the concentration at half of the fitted maximal effect. Not all compounds are listed, so the mix of outcomes need not match the whole.

SMILES	L3MBTL1 inh	Tau fluor counter	TexasRed fluor	TRb-SRC2 inh	Tau FP inhib	Tau fibril ThT	HTT ATP protect	RECQ1 inh
CCc1cccc(C)c1NC(=O)CSc1ncn[nH]1	/	-9%	0%	1%	-6%	-6%	-13%	-14%
Cc1ccc(C)c(NC(=O)Cn2cnc3c(oc4ccccc43)c2=O)c1	1%	?	0%&2%	12%&-2%	-2%&0%	8%&-12%	5%[10 µM]	i
Cc1c(Cl)cccc1Nc1nc(N)nc(CSC(=S)N2CCOCC2)n1	/	-13%	-3%	5%	-5%	-1%	-44%[inhibitor]	-23%
O=C(O[C@@H]1Cc2c(O)cc(O)cc2OC1c1ccc(O)c(O)c1)c1cc(O)c(O)c(O)c1 (some centres undefined)	/	13µM*[quencher]	-8%	5%	?	16µM*	/	0.71µM*
CCCc1cc(C(=O)NCCc2ccccc2)no1	8%	-5%	2%	13%	2%	-11%	-13%	-4%
O=C(NCc1ccccc1)NC1(C(=O)N2CCOCC2)CCCCC1	1%	0%	-2%	-9%	4%	-5%	8%[10 µM]	i
CCOC(=O)CCCC(=O)N1CCOCCOCCN(C(=O)CCCC(=O)OCC)CCOCCOCC1	-17%	6%[2.34 µM]	-2%	-1%	6%[2.34 µM]	4%	0%[10 µM]	-8%
CCOc1ncccc1C(=O)NCc1ccc(OC)cc1	3%	-13%	0%	-6%	-16%	-9%	-16%[10 µM]	-7%
Cc1ccc(Cl)cc1NC(=O)c1cnn2c1NC(c1ccco1)CC2C(F)(F)F (centres undefined)	/	-29%	7%	-1%	8%	-20%	-22%	?
Cc1ccccc1NC(=S)NC(NC(=O)c1ccccc1C)C(Cl)(Cl)Cl (centres undefined)	-2%	-3%	-3%	8%	0%	4%	-5%	-10%

Sorted by length of the SMILES (largest number first): some entries from above.
SMILES	L3MBTL1 inh	Tau fluor counter	TexasRed fluor	TRb-SRC2 inh	Tau FP inhib	Tau fibril ThT	HTT ATP protect	RECQ1 inh
Cc1ccc(C)c(NC(=O)Cn2cnc3c(oc4ccccc43)c2=O)c1	1%	?	0%&2%	12%&-2%	-2%&0%	8%&-12%	5%[10 µM]	i
CCc1cccc(C)c1NC(=O)CSc1ncn[nH]1	/	-9%	0%	1%	-6%	-6%	-13%	-14%
CCCc1cc(C(=O)NCCc2ccccc2)no1	8%	-5%	2%	13%	2%	-11%	-13%	-4%

Following part.
SMILES	L3MBTL1 inh	Tau fluor counter	TexasRed fluor	TRb-SRC2 inh	Tau FP inhib	Tau fibril ThT	HTT ATP protect	RECQ1 inh
CCc1ccc(C(=O)COC(=O)CNC(=O)CNC(=O)Cc2ccccc2)cc1	-2%	3%	-4%	2%	8%	1%	6%	i
ClC1(Cl)CC1CSc1nc2ccccc2[nH]1 (centres undefined)	9%	-14%	-6%	6%	-2%	-1%	-25%	-1%
O=C(NC1CCCC1)C(c1ccccc1)N(C(=O)c1ccno1)c1ccccc1 (centres undefined)	-2%	2%	0%	-4%	-6%	1%	7%[10 µM]	-5%
Cc1cccc2cc(CN(CC3CCCO3)S(=O)(=O)c3ccccc3)c3nnnn3c12 (centres undefined)	/	2%	-1%	-2%	-5%	-7%	-14%	i
CC(=O)NC1CC2CCCC(C1)N2S(=O)(=O)c1cccc(F)c1 (centres undefined)	-1%	5%	-1%	-11%	-5%	3%	-19%	0%
Cc1nc(N)sc1C(=O)OCC(C)C	-1%	-2%	-6%	5%	-8%	-3%	3%	-5%
CC(CNC(=O)c1ccc(Nc2nc3ccccc3n3nnnc23)cc1)c1ccccc1 (centres undefined)	/	?	-1%	-10%	-6%	-12%	/	/
O=C(COC(=O)CNC(=O)c1ccccc1F)NCC(F)(F)F	-4%	-4%	-5%	-3%	-7%	-2%	-25%[10 µM]	6%
CCn1nc(C)c(Br)c1Nc1ccc(Br)cc1	/	?	-1%	-8%	12%	-13%	-35%[inhibitor]	-6%
COc1ccccc1N1CCN(C/C(C)=C/c2ccccc2)CC1	/	-5%	1%	6%	1%	5%	-9%	-2%

Copied from the list.
TRb-SRC2 inh with COc1ccccc1N1CCN(C/C(C)=C/c2ccccc2)CC1 is entered as 6%
TexasRed fluor with CC(CNC(=O)c1ccc(Nc2nc3ccccc3n3nnnc23)cc1)c1ccccc1 (centres undefined) is entered as -1%
TexasRed fluor with CC(=O)NC1CC2CCCC(C1)N2S(=O)(=O)c1cccc(F)c1 (centres undefined) is entered as -1%
TRb-SRC2 inh with Cc1cccc2cc(CN(CC3CCCO3)S(=O)(=O)c3ccccc3)c3nnnn3c12 (centres undefined) is entered as -2%

Single records (already shown).
`CCc1ccc(C(=O)COC(=O)CNC(=O)CNC(=O)Cc2ccccc2)cc1` is listed as L3MBTL1 inh: -2%; Tau fluor counter: 3%; TexasRed fluor: -4%; TRb-SRC2 inh: 2%; Tau FP inhib: 8%; Tau fibril ThT: 1%; HTT ATP protect: 6%; RECQ1 inh: i
`ClC1(Cl)CC1CSc1nc2ccccc2[nH]1` (centres undefined) is listed as L3MBTL1 inh: 9%; Tau fluor counter: -14%; TexasRed fluor: -6%; TRb-SRC2 inh: 6%; Tau FP inhib: -2%; Tau fibril ThT: -1%; HTT ATP protect: -25%; RECQ1 inh: -1%

(listing goes on)
SMILES	L3MBTL1 inh	Tau fluor counter	TexasRed fluor	TRb-SRC2 inh	Tau FP inhib	Tau fibril ThT	HTT ATP protect	RECQ1 inh
CC(C)(O)/C=C1/Oc2ccccc2C1N1CCCCC1 (centres undefined)	-5%	-10%	-3%	-15%	3%	?	-9%	-6%
Nc1nc(CSc2ccc(Cl)cc2)nc(N2CCCCC2)n1	-2%	-13%	-1%	6%	11%	-7%	/	-7%
O=C1C(c2ccccc2)C(c2ccccc2)NC(c2ccccc2)C1c1ccccc1 (centres undefined)	3%	-15%	-1%	-5%	-13%	-12%	-20%	i
CC1CCc2c(cc(-c3ccccc3)n2-c2ccc(C(=O)NC(C)C)cc2)C1 (centres undefined)	/	?	2%	-5%	11µM*	?	/	/
COc1ccccc1NC(=O)Nc1ccccc1Br	2%	-12%	-1%	-2%	-5%	-5%	-33%[inhibitor]	-6%
COc1cccc(SCc2noc(C(=O)NC(C)C)c2C(=O)O)c1	6%	-4%	0%	3%	-3%	1%	-21%	-1%
Cc1ccc(NC(=O)c2cccs2)cc1S(=O)(=O)N(C)C	2%	-14%	0%[53 µM]	4%[53 µM]	4%	-4%	4%[10 µM]	-8%
C=CCN(C(=O)CNC(=O)c1ccco1)C(C(=O)NC1CCCCC1)c1ccccc1 (centres undefined)	/	-9%	-1%	-2%	-4%	-15%	9%	13%
CC(C1CCN(Cc2cn(C)nc2-c2cccc(Cl)c2)CC1)N1CCOCC1 (centres undefined)	-5%	-2%	0%	0%	4%	-6%	7%[10 µM]	12%
Cc1ccc(-c2c3c(=O)n(C)c(=O)n(C)c3cn2-c2cc(C)ccc2O)cc1	/	-26%	6%	-7%	-8%	-8%	/	/
OCCC1CN(Cc2cccnc2)CCN1CCc1ccccc1 (centres undefined)	2%	-1%	-3%	-2%	0%	-5%	-41%[inhibitor]	0%
O=C(NNc1cc(N2CCOCC2)nc(N2CCOCC2)n1)c1ccc([N+](=O)[O-])cc1	-26%	-21%	5%	?	?	?	1%[10 µM]	-18%
Cc1ccc(NC(=O)C2CCCCC2)c(O)c1	-15%	-13%	1%	8%	-6%	-2%	-6%[10 µM]	7%
Cc1ccccc1NC(=S)N(CCCN1CCC(C)CC1)Cc1ccco1	-3%	-7%	1%	2%	-3%	-3%	-32%[10 µM]	-6%
CCOC(=O)c1c(NC(=O)/C=C/c2ccc(C(C)C)cc2)sc2c1CCC2	/	0%	?	-2%	1%	-15%	/	/
NS(=O)(=O)c1ccc(Cc2ncc(C(F)(F)F)cc2Cl)s1	/	-12%	-2%	2%	-9%	-11%	-11%	i
O=C(NCCCCc1ccccc1)c1ccccc1	/	-14%	1%	1%	5%	-12%	-12%	0%
CC(C)C(=O)NC(NC(=O)C(C)C)c1ccc([N+](=O)[O-])cc1	3%	1%	0%	-4%	4%	0%	-6%[10 µM]	i
O=C1c2cccc3cc([N+](=O)[O-])cc(c23)C(=O)N1c1ccccc1O	-2%	-18%	-3%	2%	8%	-13%	-6%[10 µM]	-20%
COc1cc(OC)c(NS(=O)(=O)c2ccc3c(c2)NC(=O)CCS3)cc1Cl	/	-15%	?	-3%	-6%	-2%	/	/
COc1ccc(-c2nn(-c3ccccc3)cc2/C=N/Nc2ccc(Cl)c(C(=O)O)c2)cc1OC	-14%	-14%	-3%	1%	-3%	?	5%[10 µM]	-3%
c1ccc2c(c1)sc1nnnn12	-17%	0%	-3%	-10%	3%	-2%	11%[10 µM]	22%
Cc1ccc(N2C(=O)c3n[nH]c(C)c3C2c2ccc(C(C)C)cc2)cc1 (centres undefined)	/	-14%	-2%	-11%	-8%	-9%	/	/
CCC(C)NC(=O)c1cc(CC(C)C)on1 (centres undefined)	9%	-9%	-2%	8%	-14%	-3%	-25%[10 µM]	-10%
O=C(Nc1ccc2c(c1)OCO2)Nc1ccc(Br)cn1	/	-25%	1%	-8%	17%	?	-16%	-16%
